# Screening results deposited in PubChem by National Center for Advancing Translational Sciences (NCATS).
# TexasRed fluor: Total Fluorescence Counterscreen for Inhibitors of the Interaction of Thyroid Hormone Receptor and Steroid Receptor Coregulator 2. TRb/SRC2 Texas Red total fluorescence interference. Potency, µM (series often up to 106 µM), for the others: top-dose fluorescence change, negative = quenching. 0.29% of 280,000 active; active = well fitted curve in either direction with a large enough effect; inconclusive = small, poorly fitted or top-dose-only effect; also: % is scaled to controls: 0 for no effect and ±100 for the full control effect
#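 Human TRb ligand-binding domain at 0.6 uM with 20 nM Texas Red SRC2 peptide in Tris buffer containing 1 uM T3 and 5% DMSO, incubated with compound 5 h at ambient temperature. Total fluorescence (555/632 nm) calculated as parallel + 2 × perpendicular.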
# RGS12 GoLoco inh: qHTS Assay for Inhibitors of RGS12 GoLoco Motif Activity (Red Fluorophore); Guanine nucleotide-binding protein G(i) subunit alpha-1 (Homo sapiens), P63096; Gai1:RGS12 GoLoco peptide FP, rhodamine, 10 min; Potency, µM (highest dose often 61.6 µM), inactives show at the top dose activity, negative = inhibition, most hits filed as inhibitors; 0.44% of 230,000 active; active = well fitted inhibition curve with a large enough effect, not every such curve was filed as active; inactive = no such curve, though single readings can be large or run the other way; also: % is scaled to controls: 0 for no effect and ±100 for the full control effect; nearly all actives have a fitted effect of over 30% in size; many of its hits are not listed in these tables
# Target sequence (P63096 whole entry, looked up): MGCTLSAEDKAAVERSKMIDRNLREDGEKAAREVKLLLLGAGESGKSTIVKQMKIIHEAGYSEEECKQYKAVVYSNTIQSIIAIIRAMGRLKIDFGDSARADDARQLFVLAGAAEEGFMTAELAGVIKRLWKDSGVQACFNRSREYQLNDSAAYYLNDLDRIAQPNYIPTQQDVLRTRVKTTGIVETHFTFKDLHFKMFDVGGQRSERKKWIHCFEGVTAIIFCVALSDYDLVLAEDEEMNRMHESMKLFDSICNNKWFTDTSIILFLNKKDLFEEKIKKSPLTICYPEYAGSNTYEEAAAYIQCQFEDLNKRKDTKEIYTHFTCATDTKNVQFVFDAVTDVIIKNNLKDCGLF
# SMN2 splice enh: qHTS Assay for Enhancers of SMN2 Splice Variant Expression. 2.8% of 210,000 active. AID 1458, 2008. HEK293 SMN2-luciferase splicing reporter, luminescence, 30-36 h. Potency, µM (highest dose often 46.1 µM), inactives show top-dose activity change, positive = activation, most hits filed as activators; also: % of control where 0% means no effect; nearly all actives have a fitted effect of over 55% in size
#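 qHTS luciferase splicing reporter: luminescence rises when SMN2 exon 7 is included in transfected HEK293 cells. Compound exposure lasted 30-36 h at 37C, with 4.5 mM final sodium butyrate as control, followed by a ONE-Glo read.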
# ALDH1A1 inh: qHTS Assay for Inhibitors of Aldehyde Dehydrogenase 1 (ALDH1A1). Aldehyde dehydrogenase 1A1 (Homo sapiens), P00352. Purified ALDH1A1, NADH fluorescence, propionaldehyde substrate. Potency, µM (doses to about 75.3 µM), inactives show at the highest dose activity, negative = inhibition, most hits filed as inhibitors. 7.3% of 220,000 active; active = well fitted inhibition curve with a large enough effect, not every such curve was filed as active; inconclusive = small, poorly fitted or top-dose-only effect, or another doubt; inactive = no such curve, though single readings can be large or run the other way;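 also: plate controls were no enzyme wells and a reference inhibitor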
# LMNA splice mod: qHTS Assay for Modulators of Lamin A Splicing; HeLa LMNA splicing GFP/RFP minigene ratio, 48 h; Potency, µM (highest dose often 46.1 µM), inactives show at the highest dose ratio change, negative = inhibition, actives largely listed as inhibitors; 0.01% of 200,000 active; active = well fitted inhibition curve with a large enough effect in the signal ratio, with a control signal flat, not every such curve was filed as active; inconclusive = small, poorly fitted or top-dose-only effect, or effect the other way, or a change in a side signal; the % refers to the signal ratio; also: % is scaled to controls: 0 for no effect and ±100 for the full control effect
#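 S3 HeLa cells stably expressing lamin A-EGFP splicing minigene plus DsRed2, 600 cells/well, 48 h compound exposure at 37C. Laser-scanning cytometry; analysed as GFP (500-530 nm)/RFP (575-640 nm) total intensity ratio; 0.5% DMSO vehicle.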
# JMJD2E inh: qHTS Assay for Inhibitors of Human Jumonji Domain Containing 2E (JMJD2E); Lysine-specific demethylase 4E (Homo sapiens), B2RXH2; JMJD2E catalytic domain, FDH-coupled NADH fluorescence (FDH is formaldehyde dehydrogenase); Potency, µM (top dose mostly 57.1 µM), for inactives: at the highest dose activity change, negative = inhibition, actives largely listed as inhibitors; 1.6% of 230,000 active; AID 2147, 2009; active = well fitted inhibition curve with a large enough effect, not every such curve was filed as active; inconclusive = small, poorly fitted or top-dose-only effect, or another doubt; inactive = no such curve, though single readings can be large or run the other way;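 also: 0% = wells with enzyme and -100% = buffer wells without enzyme; nearly all actives have a fitted effect of over 50% in size; many of its hits are not listed in these tables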
# TRb SRC2 PPI: qHTS for Inhibitors of the Interaction of Thyroid Hormone Receptor and Steroid Receptor Coregulator 2. Thyroid hormone receptor beta (Homo sapiens), P10828. TRbeta-SRC2 peptide binding, fluorescence polarization; receptor liganded with 1 µM T3. Potency, µM (titrated, usually from 106 µM), inactives show top-dose activity change, negative = inhibition, most hits filed as inhibitors. 0.065% of 280,000 active;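 also: plate controls were bound peptide for no effect and peptide without receptor for full effect; nearly all actives have a fitted effect of over 50% in size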
#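 Decrease in fluorescence polarization of 20 nM Texas Red SRC2 coactivator peptide flagged inhibition of its binding to 0.6 uM TRb LBD; 1 uM T3 included, incubation 5 hr, ex 555/em 632 nm.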
# RECQ1 inh: qHTS Assay for Inhibitors of RecQ-Like Dna Helicase 1 (RECQ1). ATP-dependent DNA helicase Q1 (Homo sapiens), P46063. Potency, µM (titrated, usually from 57.3 µM), inactives show at the highest dose activity, negative = inhibition, most hits filed as inhibitors. AID 2549, 2010. 0.54% of 240,000 active. RECQ1 DNA unwinding, red fluorescence kinetic read;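 also: plate controls were vehicle for no effect and no enzyme for full effect; nearly all actives have a fitted effect of over 30% in size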
# Target sequence (P46063 whole entry, looked up): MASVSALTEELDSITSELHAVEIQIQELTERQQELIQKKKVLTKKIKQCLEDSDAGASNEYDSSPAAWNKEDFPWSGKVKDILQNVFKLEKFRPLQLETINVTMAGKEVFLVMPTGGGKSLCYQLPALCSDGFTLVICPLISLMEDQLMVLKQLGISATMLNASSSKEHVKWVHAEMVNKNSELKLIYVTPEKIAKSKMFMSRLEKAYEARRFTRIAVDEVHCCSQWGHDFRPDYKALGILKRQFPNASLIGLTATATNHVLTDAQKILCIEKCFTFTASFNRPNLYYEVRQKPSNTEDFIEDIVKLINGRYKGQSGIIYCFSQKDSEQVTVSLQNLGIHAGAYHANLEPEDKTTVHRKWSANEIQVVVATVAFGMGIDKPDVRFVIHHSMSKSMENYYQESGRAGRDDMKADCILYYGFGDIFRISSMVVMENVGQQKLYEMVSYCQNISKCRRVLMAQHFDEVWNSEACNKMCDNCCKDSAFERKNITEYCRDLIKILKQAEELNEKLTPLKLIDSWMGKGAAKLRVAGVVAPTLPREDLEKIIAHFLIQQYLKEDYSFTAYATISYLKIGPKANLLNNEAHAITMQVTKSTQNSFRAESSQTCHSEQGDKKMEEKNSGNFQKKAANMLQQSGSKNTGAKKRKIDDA
#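 RECQ1T1 50 nM; forked duplex (20 bp + 30-nt ss tails) 200 nM, ATP 2 mM final; pH 8.0, 2 mM MgCl2, 2.5 ug/ml poly(dI-dC); 15 min compound preincubation; discontinuous kinetic read over 2 h at RT.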
# The depositor's hits bear a star; i = inactive; ? = inconclusive; / = not tested or not shown; [ ] = remark or other dose. Unless noted, calls follow the shape of the dose curve; as a rule, active = well fitted curve in the direction sought with a large enough effect; inconclusive = small, poorly fitted or top-dose-only effect, or another doubt; inactive = no such curve, though single readings can be large; an effect the other way counts as inactive or inconclusive. Potency is read from the fitted curve at half-maximal effect.
# Values in the order: TexasRed fluor, RGS12 GoLoco inh, SMN2 splice enh, ALDH1A1 inh, LMNA splice mod, JMJD2E inh, TRb SRC2 PPI, RECQ1 inh
> O=C(CN(c1ccccn1)S(=O)(=O)c1ccc(F)cc1)Nc1ccccc1
    -3%, 6%, 4%, -9%, -12%[46 µM], ?, 3%, ?
> O=C(NCC1CCCO1)C(c1cccnc1)N(C(=O)Cc1cccs1)c1ccccc1 (configuration not stated)
    -4%, 2%, -5%, 5%, -4%, 4%, 0%, -1%
> Cc1ccc(C2C(C#N)=C(N)Oc3nc(-c4ccccc4)[nH]c32)o1 (configuration not stated)
    3%, 2%, -7%, -7%, 0%, -15%, 0%, i
> Cc1cc(C)nc(N2CCC(C(=O)NC3CCCc4ccccc43)CC2)n1 (configuration not stated)
    3%, 1%, 0%, 7%, 5%, 0%, -4%, -5%
> Cc1ccc(S(=O)(=O)c2c(C)nn(C(C)(C)C)c2OC(=O)C(C)(C)C)cc1
    -3%, 7%, -9%, -2%, ?, 4%, -9%, -14%
> Cn1c(=O)c2c(nc(Br)n2C/C=N/NC(N)=S)n(C)c1=O
    -7%, 12%, /, 2%, -3%[46 µM], 2%, -2%, i
> O=C(CNC(=O)Cc1ccccc1)NCC(=O)OCc1ccc(C(=O)c2ccccc2)cc1
    -2%, 2%, -2%, 11%, 6%, 0%, -18%, i
> O=C(Oc1ccc(Br)cc1C(=S)N1CCCC1)c1ccccc1F
    0%, 4%, 25%, 11µM*, ?, -17%, -3%, -9%
> CCOC(=O)N1CCN(C(=O)CS(=O)(=O)c2cn(Cc3ccccc3C)c3ccccc23)CC1
    1%, -5%, -32%[inhibitor], -8%, 1%, -6%, -15%, -6%
> O=C(O)CC(NNC(=O)c1ccccc1)C(=O)Nc1cccc([N+](=O)[O-])c1 (configuration not stated)
    1%, 2%, /, /, /, -5%, -2%, -3%
> COc1ccc(S(=O)(=O)/N=C2/NC(=O)/C(=C\c3cc(OC)c(OC)cc3[N+](=O)[O-])S2)cc1
    -8%, 3%, 14%, ?, 11%, -5%, 3%, -3%
> Cc1ccc(NC(=O)C2CCC(CNc3c(N4CCC(C)CC4)c(=O)c3=O)CC2)cc1F (configuration not stated)
    -1%, 4%, /, /, /, -3%, -12%, -7%
> O=C1OCC=C1NNC(=O)c1cccnc1
    0%, 2%, 14%, -9%, 4%[46 µM], 7%, 5%, 0%
> CCc1nc(SCC(=O)c2ccccc2)c2c(=O)n(C)c(=O)n(C)c2n1
    1%, 11%, /, /, /, -4%, -7%, 0%
> CC1(C)SC(=S)N(/N=C/c2ccccc2O)C1N(O)C(=O)Nc1ccccc1 (configuration not stated)
    1%, 9%, /, /, /, -8%, -2%, -12%
> COC(=O)C1=C(C(=O)OC)[C@@H]2N(C)c3ccc(OC)cc3[C@@]23C[C@@H](C(=O)OC)N(S(=O)(=O)c2c(C)noc2C)C3=N1
    -3%[11.2 µM], 3%[14.2 µM], 1%[9.22 µM], 7%[13.5 µM], ?, 8%[11.4 µM], 5%[11.2 µM], -16%[11.5 µM]
> CCOC(=O)Cc1nnc(NC(=O)CC)s1
    -2%, 2%, ?, 3%, -3%, 4%, -3%, i
> CCOC(=O)C(C)On1c(-c2ccc(Cl)cc2)nc2ccc([N+](=O)[O-])cc21 (configuration not stated)
    -7%, -7%, -4%, ?, ?, -7%, 1%, i
> CN(CC(=O)NC(=O)NCc1ccccc1)Cc1ccc(Cl)c(Cl)c1
    -1%, 18%, 1%, -10%, ?, -3%, 14%, i
> COc1cccc(OC)c1-c1nn2c(-c3ccccc3Cl)nnc2s1
    -2%, 28%, -8%, ?, -9%, -20%, -10%, -6%
> COc1c(N2CCN(C(=S)Nc3ccc(F)cc3)C(C)C2)c(F)cc2c(=O)c(C(=O)O)cn(C3CC3)c12 (configuration not stated)
    -6%, 12%, -10%, 1%, 4%, ?, -6%, -9%
> CC(/C=N/NC(=O)c1nnn(-c2nonc2N)c1CN(C)C)=C\c1ccco1
    -1%, 9%, /, /, /, ?, 6%, -22%
> Cc1ccc(CNC(=O)c2ccc(N3CCc4ccccc43)c([N+](=O)[O-])c2)cc1
    -2%, 1%, -6%[1.84 µM], ?, ?, 1%, 3%, -6%
> Cn1c(CO)cnc1S(=O)(=O)Cc1ccc(Cl)cc1
    -1%, 12%, 9%, 9%, 9%[46 µM], 4%, -2%, ?
> O=C(CSc1ccc(Cl)cc1)Nc1ccc(C2SCCS2)cc1
    -5%, 41%[activator], /, /, /, 3%, 4%, -4%
> O=C(c1cc2ccccc2oc1=O)N(Cc1ccco1)C1CCS(=O)(=O)C1 (configuration not stated)
    -2%, 5%, -7%, -6%, 5%, -20%, 0%, -3%
> O=C(c1cccc2ccccc12)C1CCCN(C(=O)CCN2CCCO2)C1 (configuration not stated)
    -1%, 8%, /, ?, ?, 20%, 6%, i
> C[C@@H]1CC=C[C@H]2[C@H]1C(=O)N(Cc1ccccc1)[C@H]2c1ccoc1
    0%, 8%, /, /, /, 2%, -8%, i
> Cc1ccc(CNC(=O)c2oc3ccc(S(=O)(=O)N4CCOCC4)cc3c2C)cc1
    2%, 9%, 5.6µM*, 1%, -12%, -3%, 3%, -1%
> C=CCNc1nc(-c2c(C)nc3sccn23)cs1
    -2%, 7%, -90%[inhibitor], ?, ?, -26%, -11%, -7%
> CCCn1cc(SCC(=O)Nc2nnc(C)s2)c2ccccc21
    -4%, -2%, 12%, ?, ?, 7%, -2%, 0%
> O=C(/C=C\Nc1ccc2c(c1)OCO2)c1ccccn1
    -2%, 10%, -62%[inhibitor], -11%, 4%, ?, 3%, -3%
> O=C(O)C1Cc2ccccc2CN1C(=O)COc1ccc(Cl)cc1Cl (configuration not stated)
    2%, 2%, -7%, 3%, -8%[46 µM], 6%, -1%, i
> COc1ccc(CCNC(C)=O)cc1
    0%, -1%, ?, 8%, 3%, 6%, -7%, -4%
> CC(C)(CC(=O)O)Cc1nc(-c2ccc(Cl)cc2)no1
    -2%, 6%, 7%, 5%, -5%, -2%, -5%, -8%
> CCCn1c(SCC(=O)N2CCCC(C)C2)nnc1-c1cccnc1 (configuration not stated)
    -4%, 13%, /, -11%, /, 8%, 6%, i
> Cc1ccc(NC(=O)C(NCc2ccccn2)c2ccccc2)cc1 (configuration not stated)
    -1%, 89%[activator], -13%, 7%, /, -4%, -1%, 0%
> CC1(C)CC2(CC(C)(C)N1)OC(=O)N1CCc3ccccc3C12C (configuration not stated)
    4%, 12%, 14%, 5%, -14%, 6%, 0%, -3%
> CCc1nc2ccccc2c(C(=O)OCC(=O)NC(=O)c2cccn2C)c1C
    -2%, 19%, /, -15%, 6%[46 µM], -22%, -3%, -13%
> Cc1cc(C(=O)OCC(=O)Nc2ccc(S(N)(=O)=O)cc2)c2ccccc2n1
    -6%, -5%, 12%, ?, /, 3%, 4%, -9%
> COc1ccc(-c2csc(-c3ccc(C(=O)O)cc3)n2)cc1
    -4%, 1%, 2µM*, ?, /, ?, -9%, i
> COC(=O)C1C(=O)NC(SC)=C(C#N)C1c1ccccc1 (configuration not stated)
    -1%, -20%, -6%, 0%, 1%, 1%, 7%, -1%
> CC(=O)OC[C@H]1O[C@@H](CCO/N=C2/[C@H]3O[C@@H]3[C@@H](O)[C@H]3[C@H]2CCn2c(=O)n(-c4ccccc4)c(=O)n23)C=C[C@@H]1OC(C)=O
    ?, /, /, -1%[13.5 µM], /, /, -7%[11.2 µM], -12%[11.5 µM]
> O=C(NCc1ccccc1Cl)C1CCN(C(=O)c2sccc2-n2cccc2)CC1
    1%, -1%, -10%, 1.4µM*, -15%, -7%, -18%, i
> N#Cc1cc(C(=O)c2cc(Br)ccc2O)cn(C2CC2)c1=O
    4%, 216%[activator], 1%, 14µM*, ?, ?, 13%, -2%
> O=C(CCn1cccc1)NC1CCCc2ccccc21 (configuration not stated)
    2%, 5%, -11%, 7%, 10%, -1%, 2%, i
> CCOn1c(=O)c(=O)n(OC)c2ccccc21
    -2%, -6%, /, /, /, -2%, -2%, 0%
> COc1cc(CNCC(C)C)cc(Br)c1OCC(=O)Nc1ccccc1
    -1%, 6%, -14%, -16%, -8%, 2%, -21%, -1%
> CCn1c(C)nc2cc(C#N)ccc21
    -2%, 2%, -8%, -5%, -11%[9.22 µM], -7%, 1%, -2%
> COc1cccc(NC(=S)NN=C2CCC(C(C)(C)C)CC2)c1 (configuration not stated)
    -3%, 9%, 11%, ?, -10%[46 µM], -8%, 0%, -6%
> COc1ccccc1CC(=O)N1CCCc2ccccc21
    -8%, 1%, -37%, 2%, -2%, 9%, -3%, 0%
> COc1ccccc1OCC(=O)OCn1c(SC)nnc(C)c1=O
    -1%, 7%, ?, -10%, 6%, 2%, 12%, 1%
> CCOC(=O)c1c(C)n(C)c2ccc(OC(=O)c3ccoc3)cc12
    -1%, -8%, -3%, 1%, -8%, 1%, 5%, -4%
> O=C(O)Cc1csc(-c2cccc(F)c2)n1
    -1%, -5%, -36%[inhibitor], 2%, 17%[46 µM], ?, -10%, -9%
> CC(=O)Nc1nc(SCC(=O)NCc2ccc(F)cc2)[nH]c(=O)c1NC(=O)c1cccs1
    -2%, 3%, 4%, 6%, -7%[46 µM], 7%, -6%, -10%
> Cc1cnc(C(=O)Nc2cc(S(=O)(=O)N3CCOCC3)ccc2N2CCN(C)CC2)cn1
    -1%, -17%, -32%, 0%, -3%, 0%, 0%, -1%

# Some of the compounds tested; rates above refer to the full screens.
